tuberculosis growth: growth inhibition of non-replicating M. tuberculosis (AID 488890). Mycobacterium tuberculosis non-replicating, growth inhibition; higher % means a stronger effect. 320,000 tested, 0.39% active. one-dose inhibition, % at 25 µM; IC50 in µM for titrated hits; in the data active = a potency from the dose series; inconclusive = inhibition mostly from about 82% at the one dose, without a potency; inactive = the rest, 99 in 100 with inhibition below about 76%;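 note: plate controls were DMSO cells for no effect and high antibiotic wells for full effect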
PhoP GFP inhibition: PhoP regulon inhibitors, Salmonella typhi PhoP promoter GFP reporter, confirmatory (AID 1850); Salmonella Typhi PhoP-promoter GFP reporter, fluorescence, 4 h; higher % means a stronger effect; inhibition, % at 50 µM, or IC50 in µM where a hit was titrated; 310,000 tested, 0.33% active; in the data active = a potency from the dose series; inconclusive = inhibition mostly from about 25% at the one dose, without a potency; inactive = the rest, 99 in 100 with inhibition below about 19%;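 note: 0% = induced wells with vehicle and 100% = uninduced wells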
VEEV TC-83 Vero: inhibitors of VEEV TC-83 cytopathic effect, confirmation, Vero cells (AID 588727); inhibition, % at 20 µM; hits with a dose series show IC50 in µM; 350,000 tested, 0.13% active; Vero cells, VEEV TC-83 cytopathic effect inhibition; higher % means a stronger effect; in the data active = a potency from the dose series; inconclusive = inhibition mostly from about 14% at the one dose, without a potency; inactive = the rest, 99 in 100 with inhibition below about 12%; note: strong numbers were not always called active
M. tuberculosis HTS: M. tuberculosis growth inhibition, HTS (AID 449762) | 330,000 tested, 0.59% active | inhibition, % at 25 µM; hits with a dose series show IC50 in µM | M. tuberculosis H37Rv growth inhibition, 7H9 media; higher % means a stronger effect; in the data active = a potency from the dose series; inconclusive = inhibition above about 70% without an active follow-up result;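 note: bacterial growth assessed after seven days of incubation; strong numbers were not always called active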
influenza NS1A: H1N1 influenza NS1A inhibitors, functional cell based assay (AID 504329) | NS1A functional cell-based assay, percent inhibition; higher % means a stronger effect | inhibition, % at 12.5 µM; hits with a dose series show IC50 in µM | 340,000 tested, 0.3% active; in the data active = a potency from the dose series; inconclusive = inhibition above about 27% without an active follow-up result; note: strong numbers were not always called active
VEEV TC-83 Vero 10K pilot screen: second read-out of VEEV TC-83 Vero, no call of its own (marks repeat the call); inhibition, %; measured here: 10K pilot screen inhibition
* = called active by the depositor.

Screening COCCOC(=O)c1[nH]c2c(c1C)C(=O)CC(c1cc(OC)c(OC)c(OC)c1)C2 (stereo not drawn) returned tuberculosis growth 1%, PhoP GFP inhibition -2%, VEEV TC-83 Vero 3.2%, M. tuberculosis HTS 5% and influenza NS1A 0%.
Cc1ccc(S(=O)(=O)NC2CCCC2)cc1C was read as tuberculosis growth -2%, PhoP GFP inhibition 13%, VEEV TC-83 Vero 1.1%, M. tuberculosis HTS -16% and influenza NS1A 6%.
Cc1ccc(N2C(=O)N(CC(=O)NCc3ccccc3Cl)C(=O)C2C)cc1 (stereo not drawn) was read as tuberculosis growth 9%, PhoP GFP inhibition 10%, VEEV TC-83 Vero 4.1%, M. tuberculosis HTS -7% and influenza NS1A -3%.
`CCN(CC)CCOC(=O)c1ccc(NC(=O)c2cn(-c3ccccc3)nc2-c2cccs2)cc1` gave VEEV TC-83 Vero 11% and influenza NS1A 20%.
For Cc1ccccc1N1CCN(C(=S)c2ccccc2)CC1 the results were tuberculosis growth -1%, PhoP GFP inhibition -4%, VEEV TC-83 Vero 0.1%, M. tuberculosis HTS 0% and influenza NS1A 17%.
For Oc1ccc(-c2nccc(-c3ccc(F)cc3)n2)cc1 the results were tuberculosis growth 27%, PhoP GFP inhibition -6%, VEEV TC-83 Vero 1.5%, M. tuberculosis HTS inconclusive and influenza NS1A 9%.
Screening Nc1nnnn1/N=C/c1ccccc1C(F)(F)F returned tuberculosis growth 1%, PhoP GFP inhibition 6%, VEEV TC-83 Vero inactive, M. tuberculosis HTS -3% and influenza NS1A 4%.
Screening COc1ccc(/C=C2\Oc3cc(OCC(=O)N4CCC[C@H]4C(=O)O)ccc3C2=O)cc1OC returned tuberculosis growth -8%, PhoP GFP inhibition 9%, VEEV TC-83 Vero 1.4%, M. tuberculosis HTS -9% and influenza NS1A 10%.
Cc1cccc(NC(=O)NCCN2CCN(c3ccccc3)CC2)c1C was read as tuberculosis growth -4%, PhoP GFP inhibition -3%, VEEV TC-83 Vero inactive, M. tuberculosis HTS 2% and influenza NS1A 4%.
CCCCC(=O)NCCc1cc2ccc(OC)cc2[nH]c1=O was read as tuberculosis growth 14%, PhoP GFP inhibition -2%, VEEV TC-83 Vero inactive, M. tuberculosis HTS -9% and influenza NS1A 1%.
Screening Cc1nnc2n1N=CC=C(C(C)(C)C)S2 returned tuberculosis growth -2%, PhoP GFP inhibition 4%, VEEV TC-83 Vero inactive, M. tuberculosis HTS -9% and influenza NS1A -1%.
Cc1ccc2[nH]c3c(c2c1)SC(C)(C)CC3=O was read as tuberculosis growth 16%, PhoP GFP inhibition -12%, VEEV TC-83 Vero 1.7%, M. tuberculosis HTS 4% and influenza NS1A -19%.
Screening COc1ccc(C(C(=O)NC(C)(C)C)N(C(=O)Cn2nnc3ccccc32)c2ccc(C(C)=O)cc2)cc1O (stereo not drawn) returned tuberculosis growth 13%, PhoP GFP inhibition 6%, VEEV TC-83 Vero 1.4%, M. tuberculosis HTS -5% and influenza NS1A -7%.
`Cc1ccccc1-c1nnn(CC(=O)N2CCN(S(=O)(=O)c3ccc(Cl)cc3)CC2)n1` gave tuberculosis growth 31%, PhoP GFP inhibition 10%, VEEV TC-83 Vero 3.0%, M. tuberculosis HTS 5% and influenza NS1A 5%.
Screening COCCNCCCCSc1ccc(Cl)cc1 returned tuberculosis growth 55%, PhoP GFP inhibition -10%, VEEV TC-83 Vero 0.6%, M. tuberculosis HTS 8%, influenza NS1A -2% and VEEV TC-83 Vero 10K pilot screen 0.1.
CCC(=O)Nc1ccc(Cl)c(NC(=O)c2ccccc2OC)c1 was read as tuberculosis growth 24%, PhoP GFP inhibition -12%, VEEV TC-83 Vero 0.2%, M. tuberculosis HTS 4% and influenza NS1A 8%.
`O=C(Nc1ccc2nsnc2c1)c1ccc2c(c1)OCO2` gave tuberculosis growth -7%, PhoP GFP inhibition 1%, VEEV TC-83 Vero 0.7%, M. tuberculosis HTS -3% and influenza NS1A -2%.
`Cc1ccc(SCc2cc(=O)[nH]c(/N=C(\N)Nc3cccc4ccccc34)n2)cc1` gave tuberculosis growth 14%, PhoP GFP inhibition -18%, VEEV TC-83 Vero 1.3%, M. tuberculosis HTS 3% and influenza NS1A -3%.
`Brc1ccc(C2=Nc3cccc4cccc(c34)N2)o1` gave tuberculosis growth 12%, PhoP GFP inhibition 4%, VEEV TC-83 Vero 5.6%, M. tuberculosis HTS -4% and influenza NS1A 15%.
Screening Cc1cc(C[n+]2ncsc2N)c2ncccc2c1 returned tuberculosis growth 5%, PhoP GFP inhibition 12%, VEEV TC-83 Vero inactive, M. tuberculosis HTS -14% and influenza NS1A -7%.
N#Cc1ccccc1OCC(=O)OCCCOC(=O)COc1ccccc1C#N was read as tuberculosis growth 11%, PhoP GFP inhibition -10%, VEEV TC-83 Vero 1.6%, M. tuberculosis HTS 16% and influenza NS1A 21%.
`COc1ccc(OC)c(Nc2nc(N)c([N+](=O)[O-])c(NC3CCCCC3)n2)c1` gave tuberculosis growth -7%, PhoP GFP inhibition -3%, VEEV TC-83 Vero 0.9%, M. tuberculosis HTS -3% and influenza NS1A -1%.
For CCNC(=O)N(C)C[C@H]1N[C@@](C)(C(=O)OC)[C@H]2C(=O)N(Cc3ccccc3)C(=O)[C@@H]12 the results were tuberculosis growth -4%, VEEV TC-83 Vero 1.4%, M. tuberculosis HTS 0% and influenza NS1A -9%.
`C=CCn1c(SCc2cc(=O)n3ccsc3n2)nc2scc(C3CC3)c2c1=O` gave tuberculosis growth 21%, PhoP GFP inhibition 5%, VEEV TC-83 Vero 8.7%, M. tuberculosis HTS 8% and influenza NS1A 2%.
Screening Cn1c(=O)c(=O)n(C)c2cc(N3CCOCC3)c(NS(=O)(=O)c3ccc(Br)cc3)cc21 returned tuberculosis growth -11%, PhoP GFP inhibition 0%, VEEV TC-83 Vero 3.0%, M. tuberculosis HTS 6% and influenza NS1A -8%.
For Cc1ccc2cc(CN(C(=O)C3CCCO3)C3CCCCC3)c(=O)[nH]c2c1 (stereo not drawn) the results were tuberculosis growth 13%, PhoP GFP inhibition -2%, VEEV TC-83 Vero 0.1%, M. tuberculosis HTS -1% and influenza NS1A -6%.
Cc1nn(CC(=O)N(C)C)c(=O)c2ccccc12 was read as tuberculosis growth -3%, PhoP GFP inhibition 12%, VEEV TC-83 Vero inactive, M. tuberculosis HTS -16% and influenza NS1A 8%.
O=C(CCC(=O)N1CCN(S(=O)(=O)c2ccc(Cl)cc2)CC1)Nc1cccc(Br)c1 was read as tuberculosis growth 22%, PhoP GFP inhibition -17%, VEEV TC-83 Vero 0.1%, M. tuberculosis HTS -4% and influenza NS1A -7%.
CC12C(=O)N(c3ccccc3)C(=O)C1C(c1ccccc1)N1CCCN12 (stereo not drawn) was read as tuberculosis growth -1%, PhoP GFP inhibition 12%, VEEV TC-83 Vero 0.8%, M. tuberculosis HTS 4% and influenza NS1A -20%.
For Cc1ccc2nc(SCC(=O)Nc3ccc(Cl)cc3)nc(=O)n2c1 the results were tuberculosis growth -15%, PhoP GFP inhibition 6%, VEEV TC-83 Vero 8.4%, M. tuberculosis HTS -11% and influenza NS1A -7%.
For O=C(NCCN1CCOCC1)/C(=C\c1ccc(F)cc1)NC(=O)c1ccccc1 the results were tuberculosis growth -1%, PhoP GFP inhibition -1%, VEEV TC-83 Vero 0.1%, M. tuberculosis HTS 4% and influenza NS1A 14%.
For O=C(O)CSc1nc(SCc2ccccc2Cl)nc2c1CCCC2 the results were tuberculosis growth 24%, PhoP GFP inhibition 2%, VEEV TC-83 Vero 6.8%, M. tuberculosis HTS 2% and influenza NS1A 0%.
For Cc1ccc(/C(O)=C2/C(=O)C(=O)N(c3ccccn3)C2c2cccc([N+](=O)[O-])c2)cc1 (stereo not drawn) the results were tuberculosis growth 24%, PhoP GFP inhibition -8%, VEEV TC-83 Vero 0.2%, M. tuberculosis HTS -5% and influenza NS1A -2%.
Screening CC1CCc2c(sc3nc(SCC(=O)NCc4ccco4)nc(N)c23)C1 (stereo not drawn) returned tuberculosis growth 26%, PhoP GFP inhibition 3%, VEEV TC-83 Vero 6.1%, M. tuberculosis HTS 2% and influenza NS1A 8%.
For O=C(NC1CCCCC1)C(c1cc2c(cc1[N+](=O)[O-])OCO2)N1CCCCC1 (stereo not drawn) the results were tuberculosis growth 62%, PhoP GFP inhibition -7% and M. tuberculosis HTS -9%.
O=C(O)CCCC(=O)Nc1ccc(C(=O)N2CCCCC2)cc1 was read as tuberculosis growth 2%, PhoP GFP inhibition 0%, VEEV TC-83 Vero 0.3%, M. tuberculosis HTS 3% and influenza NS1A -1%.
Cc1cc(=O)oc2c3c(cc(OCC(=O)NC(C)C)c12)OC(C)(C)CC3 was read as tuberculosis growth -8%, PhoP GFP inhibition 13%, VEEV TC-83 Vero 0.9%, M. tuberculosis HTS 3% and influenza NS1A 5%.
C=CCOc1c(/C=N\NC(N)=O)cccc1OC was read as tuberculosis growth -3%, PhoP GFP inhibition 4%, VEEV TC-83 Vero 0.8%, M. tuberculosis HTS 2% and influenza NS1A -4%.
Screening Cn1c(=O)[nH]c(=O)c2c1nc(SCC(=O)Nc1ccccc1)n2Cc1ccccc1 returned PhoP GFP inhibition -6%, VEEV TC-83 Vero 9.0%, M. tuberculosis HTS -11% and influenza NS1A -12%.
`Cc1ccc(C)c(S(=O)(=O)N2CCCOC2CNC(=O)C(=O)NCCc2ccccc2)c1` (stereo not drawn) gave tuberculosis growth 23%, PhoP GFP inhibition -1%, VEEV TC-83 Vero 3.1%, M. tuberculosis HTS -6% and influenza NS1A -2%.
`Cc1cc(F)ccc1S(=O)(=O)NCC(c1ccc2c(c1)OCO2)N1CCOCC1` (stereo not drawn) gave tuberculosis growth 3%, PhoP GFP inhibition -4%, VEEV TC-83 Vero 0.9%, M. tuberculosis HTS 12% and influenza NS1A -3%.
Cc1ccc(C)c(NC(=O)COc2cccc3c2CCN(Cc2ccccc2)C3=O)c1 was read as tuberculosis growth -6%, PhoP GFP inhibition 9%, VEEV TC-83 Vero 2.3%, M. tuberculosis HTS 7% and influenza NS1A -4%.
Screening CCC(C)c1ccc(C(CC)NC(=O)C2CCCO2)cc1 (stereo not drawn) returned tuberculosis growth 68%, PhoP GFP inhibition -4%, VEEV TC-83 Vero 0.1%, M. tuberculosis HTS -7% and influenza NS1A -1%.
For CCC(C)[C@H](NC(=O)N1CC(=O)Nc2ccccc21)C(=O)N[C@H](Cc1c[nH]c2ccccc12)C(=O)O (stereo partly drawn) the results were tuberculosis growth -10%, PhoP GFP inhibition -2%, VEEV TC-83 Vero 9.2%, M. tuberculosis HTS -9% and influenza NS1A -5%.
Screening COc1cccc(NC(=O)C2CCN(C(=O)[C@@H]3Cc4ccccc4CN3C(=O)OC(C)(C)C)CC2)c1 returned tuberculosis growth 23%, PhoP GFP inhibition -9%, VEEV TC-83 Vero 11%, M. tuberculosis HTS 3% and influenza NS1A -9%.
`COc1ccc(CCNC(=O)c2ccc(CNc3nc(=S)[nH]c4ccccc34)cc2)cc1OC` gave tuberculosis growth -5%, PhoP GFP inhibition 10%, VEEV TC-83 Vero 7.2%, M. tuberculosis HTS 5% and influenza NS1A -6%.
For CCN(CC)CC1CN(N=Cc2ccc([N+](=O)[O-])o2)C(=O)O1 (stereo not drawn) the results were VEEV TC-83 Vero 3.0% and influenza NS1A -27%.
`COc1ccc(-c2nnc(SCc3nc4ccccc4c(=O)[nH]3)o2)cc1` gave tuberculosis growth -4%, PhoP GFP inhibition 1%, VEEV TC-83 Vero 2.0%, M. tuberculosis HTS 5% and influenza NS1A 10%.

Ordered by SMILES length (largest number first): part of the list above.
For CCC(C)[C@H](NC(=O)N1CC(=O)Nc2ccccc21)C(=O)N[C@H](Cc1c[nH]c2ccccc12)C(=O)O (stereo partly drawn) the results were tuberculosis growth -10%, PhoP GFP inhibition -2%, VEEV TC-83 Vero 9.2%, M. tuberculosis HTS -9% and influenza NS1A -5%.
Screening COc1cccc(NC(=O)C2CCN(C(=O)[C@@H]3Cc4ccccc4CN3C(=O)OC(C)(C)C)CC2)c1 returned tuberculosis growth 23%, PhoP GFP inhibition -9%, VEEV TC-83 Vero 11%, M. tuberculosis HTS 3% and influenza NS1A -9%.
Cc1ccc(C)c(NC(=O)COc2cccc3c2CCN(Cc2ccccc2)C3=O)c1 was read as tuberculosis growth -6%, PhoP GFP inhibition 9%, VEEV TC-83 Vero 2.3%, M. tuberculosis HTS 7% and influenza NS1A -4%.
For CCN(CC)CC1CN(N=Cc2ccc([N+](=O)[O-])o2)C(=O)O1 (stereo not drawn) the results were VEEV TC-83 Vero 3.0% and influenza NS1A -27%.
Screening CCC(C)c1ccc(C(CC)NC(=O)C2CCCO2)cc1 (stereo not drawn) returned tuberculosis growth 68%, PhoP GFP inhibition -4%, VEEV TC-83 Vero 0.1%, M. tuberculosis HTS -7% and influenza NS1A -1%.
